SNCA viab count: cell viability loss counter-screen. HEK-293-SNCA-luc viability, GF-AFC fluorescence, 24 h. Potency, µM (highest dose often 57.1 µM), for inactives: top-dose activity change, negative = cytotoxicity, hits mostly cytotoxic. 150,000 compounds, 0.12% hits. AID 1671193;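 note: potency is the fitted concentration of half-maximal effect; 0% = DMSO-treated cells and -100% = medium-only wells without cells; nearly all actives have a fitted effect of over 30% in size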
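HEK-293-SNCA-luc cells (1500/well) plated 24 h, then exposed 24 h to a dilution series; GF-AFC added 30 min at 37C, fluorescence 405/540 nm; normalised to medium-only and DMSO wells, Hill fit.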
GPT2 inh: blocks human glutamate pyruvate transaminase 2; Q8TD30; Recombinant GPT2, coupled pyruvate oxidase/HRP Amplex Red fluorescence; Potency, µM (top dose mostly 57.7 µM), for the others: at the highest dose activity change, negative = inhibition, usual class: inhibitors; 100,000 compounds, 0.25% hits; AID 1671188; note: potency is the fitted concentration of half-maximal effect; nearly all actives have a fitted effect of over 60% in size; many of its hits are not listed in these tables
Target sequence (Q8TD30 whole entry, looked up): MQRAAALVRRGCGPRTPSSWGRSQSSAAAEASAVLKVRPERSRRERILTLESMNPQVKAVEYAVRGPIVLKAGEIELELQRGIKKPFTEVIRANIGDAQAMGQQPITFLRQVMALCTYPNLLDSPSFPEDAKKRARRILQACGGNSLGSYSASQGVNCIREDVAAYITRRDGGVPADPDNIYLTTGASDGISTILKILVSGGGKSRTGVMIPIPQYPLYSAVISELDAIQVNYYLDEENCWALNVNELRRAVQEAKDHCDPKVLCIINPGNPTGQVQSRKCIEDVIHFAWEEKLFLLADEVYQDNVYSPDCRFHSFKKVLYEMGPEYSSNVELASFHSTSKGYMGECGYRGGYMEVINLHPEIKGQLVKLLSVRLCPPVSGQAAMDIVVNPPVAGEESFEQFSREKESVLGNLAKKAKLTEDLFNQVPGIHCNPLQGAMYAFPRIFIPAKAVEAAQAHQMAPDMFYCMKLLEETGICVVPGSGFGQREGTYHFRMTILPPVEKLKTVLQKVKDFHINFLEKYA
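Recombinant GPT2 (10ng/uL) with 250uM a-KG and 2mM L-alanine, 30 min at room temperature, in HEPES pH 7.5 buffer. Pyruvate detected by pyruvate oxidase/HRP/Amplex Red fluorescence after 30 min in the dark; AOA (50uM) as positive control.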
NIH3T3 tox: cytotoxic compounds in NIH 3T3 cells | NIH 3T3 viability, CellTiter-Glo ATP luminescence, 48-72 h | Potency, µM (doses to about 96.7 µM), for inactives: top-dose activity change, negative = cytotoxicity, actives largely listed as inhibitors | 94,000 compounds, 4.3% hits | AID 1345082; note: potency is the fitted concentration of half-maximal effect; nearly all actives have a fitted effect of over 55% in size
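NIH 3T3 cells at 400 cells/well received 23 nL of compound by pintool and were incubated 48 or 72 h at 37 °C. Viability was read as ATP-coupled CellTiter-Glo luminescence.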
HEK cytotox: kills HEK 293 cells. HEK 293 viability, ATP luminescence (CellTiter-Glo), 48-72 h. Potency, µM (series often up to 115 µM), for inactives: at the top dose activity change, negative = cytotoxicity, actives largely listed as inhibitors. 94,000 compounds, 6.6% hits; note: potency is the fitted concentration of half-maximal effect; nearly all actives have a fitted effect of over 60% in size
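ATP-coupled CellTiter-Glo luminescence served as viability read-out, recorded 10 min after reagent addition at room temperature. HEK 293 cells, 250 cells/well, had been incubated with pintool-transferred compound for 48 or 72 hr at 37 degree Celsius.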
FLuc inh: blocks purified firefly luciferase enzyme activity; 76,000 compounds, 2.5% hits; AID 1347043; purified P. pyralis luciferase, luminescence, biochemical; Potency, µM (top dose mostly 115 µM), for the others: top-dose activity change, negative = inhibition, most hits filed as inhibitors; note: potency is the fitted concentration of half-maximal effect; nearly all actives have a fitted effect of over 65% in size
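Biochemical qHTS: compound (6-point titration) added to 10uM D-luciferin plus 10uM ATP in Tris acetate pH 7.5 buffer with Mg, Tween-20 and BSA, then purified enzyme at 10nM; light output imaged.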
IP6K1 inh: IP6K1 kinase inhibition; Q92551; IP6K1 kinase, ADP-Glo luminescence, 2 h; active compounds read low; activity change, % (series mostly up to about 58 µM); 140,000 compounds, 0.81% hits; in the data active = activity change below about -25%
Target sequence (Q92551 whole entry, looked up): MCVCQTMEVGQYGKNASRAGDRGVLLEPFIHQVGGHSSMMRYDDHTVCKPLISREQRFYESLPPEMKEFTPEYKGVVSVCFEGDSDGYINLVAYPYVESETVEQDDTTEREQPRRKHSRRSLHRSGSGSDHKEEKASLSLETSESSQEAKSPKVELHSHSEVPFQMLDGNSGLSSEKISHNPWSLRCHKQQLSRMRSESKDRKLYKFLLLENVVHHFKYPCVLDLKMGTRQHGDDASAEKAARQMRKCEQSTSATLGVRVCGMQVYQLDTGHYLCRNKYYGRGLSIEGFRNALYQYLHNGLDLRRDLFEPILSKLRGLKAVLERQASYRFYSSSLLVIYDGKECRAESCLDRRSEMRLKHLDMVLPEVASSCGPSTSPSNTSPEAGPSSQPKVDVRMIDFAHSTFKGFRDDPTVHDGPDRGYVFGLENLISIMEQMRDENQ
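ADP-Glo luminescence measures ADP made by human IP6K1 during a 2 h RT reaction with ATP/IP6 (mix at 1.3 mM/130 uM); top library doses 57.5 and 19.1 uM final.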
SNCA expr inhib: reduces expression of the alpha-synuclein gene | HEK-293 SNCA-luciferase knock-in, luminescence, 24 h | Potency, µM (highest dose often 57.2 µM), for the others: at the highest dose activity change, negative = inhibition, actives largely listed as inhibitors | 140,000 compounds, 0.17% hits;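 note: potency is the fitted concentration of half-maximal effect; plate controls were DMSO cells for no effect and cell-free wells for full effect; nearly all actives have a fitted effect of over 45% in size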
* hit, by the source's call; i = inactive; ? = inconclusive; · = not tested or not shown; & = joins results of further samples; [ ] = another dose, or the depositor's remark. Unless noted, calls come from the whole dose curve; as a rule, active = well fitted curve in the direction sought with a large enough effect; inconclusive = small, poorly fitted or top-dose-only effect, or another doubt; inactive = no such curve, though single readings can be large; an effect the other way counts as inactive or inconclusive. Unless noted, % is set by controls: 0 for no effect and ±100 for the full control effect.

SMILES | SNCA viab count | GPT2 inh | NIH3T3 tox | HEK cytotox | FLuc inh | IP6K1 inh | SNCA expr inhib
COc1ccccc1N1CCN(C(=O)c2oc3ccccc3c2NC(=O)C(C)Oc2ccccc2)CC1 (configuration not stated) | -10% | · | · | · | · | -4 | -9%
CCCN(CC1CCOC1)C(=O)c1cc(Cl)ccc1F (configuration not stated) | ? | i | -30% | -9% | 0% | 5 | -32%
CC(C)=CCN1C[C@H](NC(=O)CCc2cccs2)C[C@H]1C(=O)NC(C)C | -9% | i | 1% | i | -9% | 7 | 11%
Cn1c(-n2cccc2)c(-c2c(-c3ccccc3)[nH]c3c2c(=O)[nH]c(=O)n3C)c(=O)[nH]c1=O | 13% | · | · | · | · | -4 | 4%
CCn1cnnc1CC1CCCN(C(=O)Nc2ccc(C(=O)OC)cc2)C1 (configuration not stated) | 9% | i | -26% | -18% | -8% | 3 | 3%
COc1ccc(OC2CN([S+](=O)([O-])c3cccc(C(F)(F)F)c3)C2)cc1 | 9% | i | -11% | -1% | · | -4 | 4%
COc1cccc(-c2cccc(C(=O)N3CCCC3C(=O)N(C)C)c2)c1 (configuration not stated) | 5% | i | -25% | -23% | · | 5 | -19%
Cn1cc(CN2CCc3nc(C(=O)NCC4CC4)oc3CC2)cn1 | 2%[87.6 µM] | 0%[88.5 µM] | i | ? | 10%[172 µM] | 10 | 5%[87.6 µM]
COc1ccc(C[C@H](NC(=O)[C@@]2(O)C[C@@H](O)[C@H](O)[C@@H](NC(=O)c3cccnc3)C2)C(N)=O)cc1 | 3% | 1% | -7% | i | -6% | -6 | -23%
CC(=O)Nc1ccc(CN2CCC3(Cc4ccccc4CNC3=O)C2)cc1 (configuration not stated) | 0% | i | -9% | -21% | · | -15 | 12%
CC(=O)N1C[C@@H](C(=O)NCCc2ccc(Cl)cc2)[C@H](c2nc(C)no2)C1 | -4% | -15% | -14% | -4% | 0% | 6 | 8%
COc1cc(CN2CCCC(c3[nH]ccc3C(N)=O)C2)ccc1F (configuration not stated) | -8%[12.5 µM] | i | -17% | -4% | 8% | 27 | 6%
Cc1nc2ncnn2c(C)c1CCC(=O)NCC1CCOc2ccccc2C1 (configuration not stated) | -5% | -10%[11.5 µM] | i | i | 9% | 14 | -25%
O=C(CNC(=O)c1ccc(-c2cccc(C(F)(F)F)c2)cc1)NCc1ccc(C(F)(F)F)cc1 | 2%[12.5 µM] | i | ? | ? | · | -3 | 3%
CCOC(=O)c1ccccc1NC(=O)c1ccc2c(Cl)c3c(nc2c1)CCC3 | -18% | · | · | · | · | 8 | 10%
CN1CCN(CCCNC(=O)CCC[C@@H]2[C@H]3CCCN4CCC[C@@H](CN2Cc2ccccc2)[C@@H]34)CC1 | -21% | -2% | -3% | -11% | 5% | -11 | 1%
Nc1ccccc1NC(=O)c1ccc(CNC(=O)OCc2cccnc2)cc1 | -19%&-13% | i | · | · | · | 2 | 96%[activator]
COc1cc(C)ccc1C(=O)N1C[C@@H](CN2CCOCC2)[C@@H](CO)C1 | -2% | i | -15% | -6% | -3% | 0 | -8%
Cc1cc(C)c2c(C)c(C(=O)N3CCC(c4nc5ccccc5s4)CC3)oc2c1 | 7% | · | · | · | · | -14 | -5%
Cc1ccc(C(=O)NC2CCN(c3cnn(C)c(=O)c3)CC2)s1 | -4% | i | -9% | -15% | -2% | 25 | -7%
CN(Cc1cc(C2CC2)n[nH]1)c1cc(C2CC(N)C2)nc(N)n1 (configuration not stated) | -7% | 4% | i | -35% | 7% | 9 | -29%
COCCNC(=O)CC[C@]12CC[C@](C)(O)C[C@H]1C(C)(C)C[C@@H]2NCc1ccc(CO)o1 | 5% | -4% | 0% | -27% | -4% | 8 | -6%
COc1ccc(-c2nn3c(-c4ccccc4C)nnc3c3ccccc23)cc1 | 4% | · | · | · | · | 30 | 9%
Cc1ccc(NC(=O)C(Cc2ccccc2)n2cccc2)c(C)c1 (configuration not stated) | -1% | · | · | · | · | -12 | 7%
C=C1[C@H]2CC[C@H](C(=O)O)[C@@]23CC[C@H](C3)C1(C)C | -4% | -1% | · | · | · | 4 | ·
CCOc1ccc2c(c1)c(=O)c(C(=O)c1ccc(CC)cc1)cn2CC(=O)Nc1ccccc1OC | 0% | · | · | · | · | -3 | 16%
Cc1cccc(-c2cccc(CN3CCC(NC(=O)C4CCCC4)CC3)c2)c1 | -8% | i | -9% | i | · | 0 | ?
O=C(NC1CCCc2c1[nH]c1ccc(F)cc21)C1(c2ccccc2)CCOCC1 (configuration not stated) | -10% | 5% | ? | ? | 7% | 0 | -5%
COc1ccc2[nH]c3c(c2c1)CCNC31CCN(C2CCCC2)CC1 | 2%[12.5 µM] | i | ? | ? | 5% | 14 | ?
CCOc1ccccc1CNC(=O)CC1CCOCC1 | -23%[12.5 µM] | -3% | -4% | -15% | -5% | 0 | -21%
CCc1cccc2c(C(CC(=O)NCC(C)C)c3cccc(OC)c3)c[nH]c12 (configuration not stated) | 7% | 2% | ? | ? | -1% | -3 | 6%
COc1cccc(NC(=O)CSc2nnc(NC(=O)NC3CCCCC3)s2)c1 | 0% | · | · | · | · | -16 | ?
Cc1ccc(NC(=O)CC(C)S(=O)(=O)c2ccc3c(c2)NC(=O)CO3)c(Cl)c1 (configuration not stated) | -5% | · | · | · | · | 24 | -15%
COc1ccc(F)c(CN2CCC(CO)(CN3CCCC3)CC2)c1 | -1% | 2% | -8% | -16% | -7% | -1 | 18%
O=C(CCN1CCCCO1)N1CCOC(CCCc2ccccc2)C1 (configuration not stated) | 6% | 3% | -18% | -6% | -30% | 37 | 33%
Oc1ccc(NCc2ccccc2OCc2ccccc2)cc1 | ? | · | · | · | · | -13 | -28%
O=C(Cc1ccccc1F)N1CCC(c2nc3c(nnn3Cc3ccc(F)cc3)c(=O)[nH]2)CC1 | -17% | · | · | · | · | -11 | -8%
Cc1ccccc1-c1nc2cnccn2c1NCCC(=O)N1CCCCC1 | 20% | ? | -2% | 3% | 2% | 23 | 117%[activator]
COCCOCc1nc(C2CCN(C(=O)Nc3cccc(Cl)c3)CC2)no1 | -3% | 1% | -22% | -22% | 7% | 8 | -28%
CCOc1ccccc1NC(=O)c1c(NCc2ccc(C)o2)sc2c1CCCCC2 | -14% | · | · | · | · | 1 | 7%
COc1ccc(CNc2nc(-c3ccc(Cl)cc3)cc(C(F)(F)F)n2)cc1 | -4% | · | · | · | · | -3 | -10%
O=C(Nc1cccc(C(F)(F)F)c1)N[C@H]1[C@H](O)[C@@H](N2CCCC2)[C@@H]2OC[C@H]1O2 | -13%[87.6 µM] | -9%[88.5 µM] | ? | -6%[172 µM] | 7%[172 µM] | 4 | 0%[87.6 µM]
O=C1NCCCCCCN(Cc2ccncc2)[C@@H]2CN(Cc3ccccn3)CC[C@H]12 | -1% | i | -12% | -1% | 7% | 18 | 4%
COc1ccc(-c2nn3c(=O)cc(CN4CCN(C(=O)Nc5ccc(C)c(Cl)c5)CC4)nc3s2)cc1 | 7% | · | · | · | · | 46 | -21%
CCN(CC)c1ccc(NC(=O)CCCN2C(=O)C(c3ccccc3)Oc3cccnc32)c(C)c1 (configuration not stated) | 3% | · | · | · | · | 30 | 29%
COc1ccc(NC(=O)C2=NO[C@@H]3CN(c4ccccc4)C[C@H]23)cn1 | -8%[87.6 µM] | i | ? | ? | 3%[172 µM] | 14 | -16%[87.6 µM]
Cc1ccc(NC(=O)CSc2nc3ccc(NC(=O)c4ccco4)cc3s2)c(C)c1 | -26% | · | · | · | · | -3 | 3%
Cc1cc(C(=O)NCC2(COc3cccnc3)C[C@@H](O)[C@@H](O)C2)n(C)n1 (some centres not stated) | 1%[87.6 µM] | -14%[88.5 µM] | -25%[174 µM] | 1%[172 µM] | -8%[172 µM] | -7 | 46%[activator][87.6 µM]
CC(=O)c1ccc(NC(=O)c2ccc(-c3nc(COc4ccc(C)cc4)c(C)o3)cc2)cc1 | 1% | · | · | · | · | -9 | -13%
C=CCCOC(=O)N1CCC(=O)N(CC=C)C[C@H]2COc3ccccc3[C@H]21 | · | · | ? | -8% | · | 20 | ·
COc1ccc2oc(=O)c(C(=O)Nc3ccc(C(=O)O)cc3)cc2c1 | 9% | · | · | · | · | 17 | 8%
O=c1c2c(CO)c(-c3ccc(F)cc3)nn2ccn1Cc1cc(=O)n2ccccc2n1 | -2% | i | 2% | 3% | 4% | -1 | -4%
CS(=O)(=O)N(Cc1cccnc1)C1CN(C(=O)c2ccc3[nH]ccc3c2)C1 | 8% | 5% | i | -1% | -10% | -3 | ?
CNCCN1C(=O)CC[C@H]2CN(C(=O)C3(COC)CCC3)CC[C@H]21 | 7% | -6% | 3% | -9% | -15% | 5 | 2%
O=C(CCn1c(=O)c2ccccc2n(Cc2cccc(Cl)c2)c1=O)NCCc1ccccc1 | 10% | · | · | · | · | 5 | -16%
CCOC(=O)c1[nH]c(C)c(C(=O)NCCc2ccccc2)c1C | -7% | · | · | · | · | -1 | 83%[activator]
O=C(CCn1nnc(-c2ccccc2)n1)N1CCCC2(CCNCC2)CC1 | -15% | i | -15% | -26% | -4% | 14 | 10%
Cc1ccc(NC(=O)Cn2nc(N3CCN(c4ccccc4)CC3)ccc2=O)cc1F | -10% | · | · | · | · | 31 | -24%
Cc1cc(C(F)(F)F)nc(CCNC(=O)C2CC3(CCNCC3)CN2)n1 (configuration not stated) | -1% | ? | -10% | -24% | 12% | 3 | 5%
Cc1ccc(CNC(=O)c2ccc3c(c2)nc2n3CCCC2)cc1 | -4% | · | · | · | · | 13 | 160%[activator]

Five compounds picked at random from the list so far:
SMILES | SNCA viab count | GPT2 inh | NIH3T3 tox | HEK cytotox | FLuc inh | IP6K1 inh | SNCA expr inhib
C=CCCOC(=O)N1CCC(=O)N(CC=C)C[C@H]2COc3ccccc3[C@H]21 | · | · | ? | -8% | · | 20 | ·
Cc1cc(C(=O)NCC2(COc3cccnc3)C[C@@H](O)[C@@H](O)C2)n(C)n1 (some centres not stated) | 1%[87.6 µM] | -14%[88.5 µM] | -25%[174 µM] | 1%[172 µM] | -8%[172 µM] | -7 | 46%[activator][87.6 µM]
O=C1NCCCCCCN(Cc2ccncc2)[C@@H]2CN(Cc3ccccn3)CC[C@H]12 | -1% | i | -12% | -1% | 7% | 18 | 4%
O=c1c2c(CO)c(-c3ccc(F)cc3)nn2ccn1Cc1cc(=O)n2ccccc2n1 | -2% | i | 2% | 3% | 4% | -1 | -4%
Cc1ccc(NC(=O)CSc2nc3ccc(NC(=O)c4ccco4)cc3s2)c(C)c1 | -26% | · | · | · | · | -3 | 3%

Assay outcomes: PubChem BioAssay, National Center for Advancing Translational Sciences (NCATS)

Compounds as they come; 7.7% or so of the library scored in one or more.
